# RXFP1 antag: RXFP1 (human) relaxin receptor antagonism; Q9HBX9; HEK293-RXFP1, relaxin-stimulated cAMP HTRF, 30 min; active compounds read low; activity change, negative = inhibition, % at 57.5 µM; 0.59% of 350,000 active; AID 1259400;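 active = activity change of -60% or lower, but not beyond a set lower limit; inconclusive = change between -60% and -40%, or beyond the set limit; inactive = change above -40%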; also: % is scaled to controls: 0 for no effect and ±100 for the full control effect
# Pol beta inh: inhibitors of human DNA polymerase beta; P06746; Pol beta primer extension/strand displacement, fluorescence kinetic; Potency, µM (highest dose often 114 µM), without a hit: top-dose activity change, negative = inhibition, hits mostly inhibitors; 1.3% of 340,000 active; also: potency is read from the fitted curve at half-maximal effect; % is scaled to controls: 0 for no effect and ±100 for the full control effect
#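 Human Pol beta at 10 nM; strand-displacement substrate 50 nM final. Compound exposure 15 min at room temperature before start, reaction 10 min at room temperature.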
# Tb PGK inh: blocks T. brucei phosphoglycerate kinase | P07378 | PGK/GAPDH coupled, Kinase-Glo luminescence, 60 min | Potency, µM (highest dose often 57.5 µM), for inactives: at the highest dose activity change, negative = inhibition, hits mostly inhibitors | 0.043% of 380,000 active | AID 602233; also: potency is read from the fitted curve at half-maximal effect; % is scaled to controls: 0 for no effect and ±100 for the full control effect; nearly all actives have a fitted effect of over 60% in size
#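 Recombinant glycosomal PGK reaction used 1,3-bisphosphoglycerate generated in-well by GAPDH (100nM final) in 100mM TEA pH 7.6, 5mM MgCl2, 0.01% Tween-20. After 60 minutes at room temperature, ATP was read by Kinase-Glo Plus luminescence end-point.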
# Apoferritin bind: binds horse apoferritin like a general anesthetic | 0.074% of 350,000 active | AID 485281 | Potency, µM (doses to about 77.5 µM), for the others: at the top dose activity change, negative = displacement, hits mostly inhibitors | apoferritin/1-aminoanthracene competitive binding, fluorescence | P02791; also: potency is read from the fitted curve at half-maximal effect; % is scaled to controls: 0 for no effect and ±100 for the full control effect; nearly all actives have a fitted effect of over 20% in size
# Target sequence (P02791 2-175 limits assumed): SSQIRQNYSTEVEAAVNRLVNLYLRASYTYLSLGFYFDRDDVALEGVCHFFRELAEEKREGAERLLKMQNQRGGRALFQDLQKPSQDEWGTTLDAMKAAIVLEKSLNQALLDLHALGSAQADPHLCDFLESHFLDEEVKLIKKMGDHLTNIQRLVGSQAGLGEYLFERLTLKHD
#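 Apoferritin-based anesthetic binding model; compound displacement of fluorescent 1-AMA measured as endpoint fluorescence after 10 minutes at room temperature, scaled to free-ligand and complex controls.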
# BLM inh: blocks DNA unwinding by human BLM helicase; recombinant BLM DNA unwinding, fluorescence dequenching; 0.2% of 350,000 active; AID 2528; Potency, µM (doses to about 56.1 µM), for inactives: top-dose activity change, negative = inhibition, actives largely listed as inhibitors;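 also: potency is read from the fitted curve at half-maximal effect; plate controls were vehicle for no effect and no enzyme for full effect; nearly all actives have a fitted effect of over 35% in size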
# Pol kappa inh: blocks human DNA polymerase kappa activity | Potency, µM (doses to about 107 µM), inactives show top-dose activity, negative = inhibition, hits mostly inhibitors | AID 588579 | Q9UBT6 | purified Pol kappa, fluorescent DNA synthesis assay, 10 min | 0.53% of 400,000 active; also: potency is read from the fitted curve at half-maximal effect; % is scaled to controls: 0 for no effect and ±100 for the full control effect
# Target sequence (Q9UBT6 whole entry, looked up): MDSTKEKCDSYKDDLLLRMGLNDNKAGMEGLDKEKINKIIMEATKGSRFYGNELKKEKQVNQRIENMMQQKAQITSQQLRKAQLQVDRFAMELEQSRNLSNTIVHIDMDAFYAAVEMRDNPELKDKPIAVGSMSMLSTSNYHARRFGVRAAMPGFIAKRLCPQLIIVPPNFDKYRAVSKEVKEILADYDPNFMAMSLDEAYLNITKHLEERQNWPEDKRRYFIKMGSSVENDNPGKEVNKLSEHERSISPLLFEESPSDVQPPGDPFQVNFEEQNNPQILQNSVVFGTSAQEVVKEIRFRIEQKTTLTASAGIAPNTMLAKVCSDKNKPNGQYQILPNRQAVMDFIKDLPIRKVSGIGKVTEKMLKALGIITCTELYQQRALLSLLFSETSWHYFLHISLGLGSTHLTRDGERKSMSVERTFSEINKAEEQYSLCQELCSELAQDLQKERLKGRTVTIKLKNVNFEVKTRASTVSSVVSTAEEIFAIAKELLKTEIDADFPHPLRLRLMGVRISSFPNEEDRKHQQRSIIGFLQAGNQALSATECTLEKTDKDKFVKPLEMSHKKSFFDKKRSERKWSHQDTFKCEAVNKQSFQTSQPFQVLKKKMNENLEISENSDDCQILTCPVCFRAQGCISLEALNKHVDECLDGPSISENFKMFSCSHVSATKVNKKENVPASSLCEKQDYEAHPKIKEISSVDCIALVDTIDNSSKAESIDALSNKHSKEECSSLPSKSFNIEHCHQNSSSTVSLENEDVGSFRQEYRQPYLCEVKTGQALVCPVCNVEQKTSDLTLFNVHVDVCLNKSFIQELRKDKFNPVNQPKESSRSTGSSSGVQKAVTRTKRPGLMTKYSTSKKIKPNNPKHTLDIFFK
#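 50 nM final substrate added after 15 min RT preincubation of 10 nM Pol kappa with compound; fluorescence read at 0 and 10 min.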
# POLH inh: inhibitors of human DNA polymerase eta; recombinant Pol eta, fluorescent DNA replication assay; Q9Y253; Potency, µM (titrated, usually from 114 µM), for the others: at the top dose activity change, negative = inhibition, hits mostly inhibitors; AID 588591; 1.2% of 390,000 active; also: potency is read from the fitted curve at half-maximal effect; % is scaled to controls: 0 for no effect and ±100 for the full control effect
#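 Pol eta at 10 nM preincubated with compounds 15 min at room temperature; reaction started with fluorescent substrate (50 nM final) and read kinetically at 0 and 10 min.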
# APEX1 inh: APE1 (human) endonuclease inhibition. P27695. recombinant APE1, TAMRA/BHQ-2 abasic DNA cleavage fluorescence. Potency, µM (doses to about 65.8 µM), for the others: at the highest dose activity change, negative = inhibition, usual class: inhibitors. 0.35% of 350,000 active. AID 2517;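 also: potency is read from the fitted curve at half-maximal effect; plate controls were vehicle for no effect and reference inhibitor for full effect; nearly all actives have a fitted effect of over 55% in size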
#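 APE1 at 0.75 nM preincubated 15 min at room temperature with compound. Reaction then started with 50 nM double-stranded THF-abasic substrate labelled with TAMRA/BHQ-2, and 525/598 nm fluorescence read kinetically. Activity taken as third-minus-first read difference, normalized to DMSO and NSC13755 controls.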
# POLI inh: inhibitors of human DNA polymerase iota; Q9UNA4; Pol iota fluorescent replication assay, 10 min; Potency, µM (top dose mostly 115 µM), for the others: at the top dose activity, negative = inhibition, hits mostly inhibitors; 1% of 390,000 active; AID 588590; also: potency is read from the fitted curve at half-maximal effect
#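 Pol iota at 10 nM preincubated 15 min with compounds at room temperature; reaction started with fluorescent substrate, 50 nM final. Fluorescence read kinetically at 0 and 10 min; buffer-only wells as negative control.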
# Starred values were filed as active, the others as inactive; i = inactive; ? = inconclusive; . = no result given; [ ] = remark or other dose. Unless noted, calls follow the shape of the dose curve; as a rule, active = well fitted curve in the direction sought with a large enough effect; inconclusive = small, poorly fitted or top-dose-only effect, or another doubt; inactive = no such curve, though single readings can be large; an effect the other way counts as inactive or inconclusive.
1	Cc1ccc(C(=O)OCC(=O)Nc2cc(F)ccc2F)cc1NC(=O)c1ccco1
2	CCCc1cc(=O)[nH]c(SCC(=O)Nc2ccc(S(=O)(=O)N3CCCC3)cc2)n1
3	Cc1cccc(NC(=O)CS(=O)(=O)c2cn(CC(=O)N3CCOCC3)c3ccccc23)c1
4	N#CC(C(=O)NC1CCCCC1)=C1CCCCCC1
5	CSc1ccc(/C=N/N2CCN(Cc3ccccc3)CC2)cc1
6	COCCSc1nc2c(c(=O)[nH]c(=O)n2C)n1Cc1cccc(C)c1
screen / no.	1	2	3	4	5	6
RXFP1 antag	0	10	-12	.	-14	.
Pol beta inh	-1%	.	7%	0%	7%	54%
Tb PGK inh	4%	i	5%	i	-2%	-7%
Apoferritin bind	-18%	.	-3%	-2%	3%	-4%
BLM inh	-2%	.	0%	-1%	-8%	1%
Pol kappa inh	4%	-10%	0%	2%	3%	5%
POLH inh	-17%	-15%	2%	-13%	-23%	1%
APEX1 inh	8%	52%	-1%	-3%	3%	-4%
POLI inh	22%	44%[activator]	2%	?	-7%	27%

7	Cc1cc(S(=O)(=O)NCc2ccccc2)ccc1OCC(=O)NCC1CCCO1 (stereo not drawn)
8	COCCN1C=C2C(=O)C(C)(OC(=O)CCC(=O)OC)C(=O)C=C2C=C1C1CC1 (stereo not drawn)
9	Cc1ccccc1-c1nc2ccccc2c(=O)n1/N=C/c1ccccc1[N+](=O)[O-]
10	CCN(C(=O)CCc1ccccc1)C1CCCCC1
11	COC(=O)c1c(C)[nH]c(O)c1C=Nc1ccc(C#N)cc1
12	COC(=O)c1ccc(CNC(=O)C(NC(=O)c2ccco2)C(C)C)cc1 (stereo not drawn)
screen / no.	7	8	9	10	11	12
RXFP1 antag	3	.	-6	1	-1	-10
Pol beta inh	24%	21%	4%	9%	?	-2%
Tb PGK inh	2%	-7%	-4%	3%	.	2%
Apoferritin bind	-5%	-11%	?	?	-8%	-7%
BLM inh	-4%	-10%[12.4 µM]	7%	-2%	-8%	0%
Pol kappa inh	-6%	-11%	0%	-3%	-4%	-18%
POLH inh	-3%	-3%	-12%	-5%	-1%	-11%
APEX1 inh	15%	-3%[12.4 µM]	1%	10%	-5%	32%[12.4 µM]
POLI inh	24%	47%[activator]	-2%	27%	-7%	11%

# Sorted by SMILES length (highest first): some entries from above.
8	COCCN1C=C2C(=O)C(C)(OC(=O)CCC(=O)OC)C(=O)C=C2C=C1C1CC1 (stereo not drawn)
9	Cc1ccccc1-c1nc2ccccc2c(=O)n1/N=C/c1ccccc1[N+](=O)[O-]
6	COCCSc1nc2c(c(=O)[nH]c(=O)n2C)n1Cc1cccc(C)c1
5	CSc1ccc(/C=N/N2CCN(Cc3ccccc3)CC2)cc1
4	N#CC(C(=O)NC1CCCCC1)=C1CCCCCC1
10	CCN(C(=O)CCc1ccccc1)C1CCCCC1
screen / no.	8	9	6	5	4	10
RXFP1 antag	.	-6	.	-14	.	1
Pol beta inh	21%	4%	54%	7%	0%	9%
Tb PGK inh	-7%	-4%	-7%	-2%	i	3%
Apoferritin bind	-11%	?	-4%	3%	-2%	?
BLM inh	-10%[12.4 µM]	7%	1%	-8%	-1%	-2%
Pol kappa inh	-11%	0%	5%	3%	2%	-3%
POLH inh	-3%	-12%	1%	-23%	-13%	-5%
APEX1 inh	-3%[12.4 µM]	1%	-4%	3%	-3%	10%
POLI inh	47%[activator]	-2%	27%	-7%	?	27%

# (more compounds)
13	CCCc1nnc(SCC(=O)N2CCOCC2)n1Cc1ccco1
14	C=CCn1c(SCC(=O)Nc2ccc3c(c2)OCO3)nnc1-c1ccccc1OC
15	COc1ccc(CCc2nnc(CCC(=O)NCc3cnn(-c4ccccc4C)c3)o2)cc1
16	Fc1ccc(CNCCCSc2nnnn2-c2ccccc2)cc1
17	Cc1occc1C(=O)NNC(=O)CN1C(=O)NC2(CCCCC2)C1=O
18	Cc1ccc(NC(=O)c2ncn(CCCNCCCN3CCCC3=O)n2)cc1C
screen / no.	13	14	15	16	17	18
RXFP1 antag	4	-6	0	2	-10	.
Pol beta inh	0%	26%	-7%	-20%	.	.
Tb PGK inh	3%	-4%	-3%	9%	0%	i
Apoferritin bind	0%	?	-15%	-12%	.	.
BLM inh	0%	-1%	-1%	-1%	.	.
Pol kappa inh	-15%	-9%	-16%	-12%	0%	15%
POLH inh	-1%	-17%	-9%	-13%	-13%	-6%
APEX1 inh	-4%	-3%	7%	.	20%	.
POLI inh	23%	-5%	-8%	4%	12%	36%

19	CCN1CCN(C(=O)C(=O)c2cn(CC(=O)N(CC)CC)c3ccccc23)CC1
20	CC1CCN(C(=O)C2CCN(S(=O)(=O)c3ccc4c(c3)CC(C)N4C(=O)C3CC3)CC2)CC1 (stereo not drawn)
21	Cc1ccccc1COC(=O)CCCC1=NS(=O)(=O)c2ccccc2N1
22	CCc1ccc(OC(C)C(=O)N2CCC(c3nc4ccccc4s3)CC2)cc1 (stereo not drawn)
23	COc1cccc(CN2CCNC(=O)C2CC(=O)NCC(C)(C)N2CCOCC2)c1OC (stereo not drawn)
24	NC(=O)C1CCN(C(=O)c2ccc(NS(=O)(=O)c3ccc(F)cc3)cc2)CC1
screen / no.	19	20	21	22	23	24
RXFP1 antag	-26	2	25	-30	-3	-9
Pol beta inh	-11%	42%	-9%	5%	57%	.
Tb PGK inh	i	-1%	i	8%	6%	-2%
Apoferritin bind	-11%	-24%	-7%	9%	-11%	.
BLM inh	-7%	-2%	0%	-6%	2%	.
Pol kappa inh	2%	-5%	0%	-20%	-4%	-1%
POLH inh	-20%	-7%	-15%	-10%	0%	-23%
APEX1 inh	-14%	14%	64%	.	0%	5%
POLI inh	127%[activator]	-21%	28%	-28%	20%	37%[activator]

25	CCOC(=O)C(C)n1ncn2cccc2c1=O (stereo not drawn)
26	COCCn1cnnc1SCC(=O)Nc1cccc(S(=O)(=O)N2CCCCCC2)c1
27	Cc1ccc(C(=O)C2Oc3ccccc3C3CC(c4ccc(C)cc4)=NN23)cc1 (stereo not drawn)
28	CCOC(=O)c1sc(-c2ccc(F)cc2)cc1NC(=O)Nc1ccccc1OC
29	Cc1ccc(C(=O)C[n+]2ccc(Cc3ccccc3)cc2)cc1
30	Cc1ccccc1N1C(=O)C(Cl)=C(N2CCCCCC2)C1=O
screen / no.	25	26	27	28	29	30
RXFP1 antag	14	.	.	4	7	-22
Pol beta inh	27%	26%	3%	-16%	19%	?
Tb PGK inh	12%	i	-12%	-6%	-7%	-1%
Apoferritin bind	-6%	-16%	4%	8%	-15%	?
BLM inh	0%	-14%	-4%	-9%	-6%	-5%
Pol kappa inh	-5%	0%	7%	0%	-9%	-5%
POLH inh	-14%	-16%	-22%	-19%	-18%	-17%
APEX1 inh	-2%	18%	?	-2%	0%	-1%
POLI inh	5%	-6%	25%	13%	115%[activator]	?

31	O=C(CN1C(=O)CC(c2ccco2)Sc2ccccc21)NCC1CCCO1 (stereo not drawn)
32	CCOC(=O)NC(CC(=O)O)c1ccc(OC)cc1 (stereo not drawn)
33	CCCc1cnc(N2CCN(C(=O)c3ccccc3)CC2)nc1
34	Cc1ccc(-c2noc(CC(=O)c3ccc([N+](=O)[O-])cc3)n2)cc1
35	CCN(CC)C(=O)Cn1c(=O)n(-c2ccc(Cl)c(Cl)c2)c(=O)c2c(C)c(C(=O)N(CC)CC)sc21
36	COc1c(Cl)cc(Cl)cc1CNCc1ccccc1
screen / no.	31	32	33	34	35	36
RXFP1 antag	18	-7	-6	-9	-8	-10
Pol beta inh	?	19%	-19%	.	-2%	-3%
Tb PGK inh	-3%	2%	-2%	-8%	-6%	-7%
Apoferritin bind	-12%	-8%	-3%	.	-8%	-7%
BLM inh	-5%	-3%	-3%	.	0%	2%
Pol kappa inh	1%	-1%	5%	-9%	-5%[60.1 µM]	-4%[60.1 µM]
POLH inh	1%	-2%	-6%	-6%	-10%	-25%
APEX1 inh	-9%	-3%	8%	.	.	-2%
POLI inh	?	13%	6%	2%	19%	6%

37	CC(C)CCN1C(=O)c2ccc(C(=O)NCc3ccccn3)cc2C1=O
38	COc1cccc(CN(C)C(=O)CSc2nc3ccccc3[nH]2)c1OC
39	CCC1CCC(c2nnc(-c3ccc(Br)cc3)o2)CC1 (stereo not drawn)
40	CC(C)(C)OC(=O)N1CCC[C@H]1C(=O)Nc1ccc(Br)cc1
41	CCOC(=O)c1ccc(NC(=O)c2c(NCc3cccc(OC)c3)sc3c2CCC3)cc1
42	C[n+]1cccc(/C=N/Nc2nc(Cl)c(C#N)c(Cl)c2Cl)c1
screen / no.	37	38	39	40	41	42
RXFP1 antag	9	-1	-6	12	-36	?
Pol beta inh	.	2%	-14%	56%	-21%	-2%
Tb PGK inh	3%	-7%	6%	.	-1%	-8%
Apoferritin bind	.	-16%	3%	0%	3%	-4%
BLM inh	.	1%	-4%	0%	-3%	8%
Pol kappa inh	-14%	-3%	-3%	-12%	-6%[60.1 µM]	-13%
POLH inh	-7%	8%	-18%	-19%	-15%	-8%
APEX1 inh	-10%	1%[12.4 µM]	0%	-13%	.	-2%
POLI inh	27%	7%	16%	-12%	10%	24%

43	COc1ccc(/C=C/C(=O)N[C@H](C(=O)O)C(C)C)cc1
44	Cc1ccc(SCCC(=O)OCC(=O)Nc2ccc(S(N)(=O)=O)cc2)cc1
45	CC(NC(=O)Nc1ccccc1Cl)c1ccc2c(c1)OCO2 (stereo not drawn)
46	CSc1ncc(C(=O)NCc2ccc(Cl)cc2)c(C(F)(F)F)n1
47	O=S(=O)(c1ccccc1)c1nc(-c2cccs2)oc1SCc1ccc(F)cc1
screen / no.	43	44	45	46	47
RXFP1 antag	-12	-9	3	-8	-3
Pol beta inh	52%	?	24%	19%	7%
Tb PGK inh	-3%	-11%	5%	-1%	-6%
Apoferritin bind	0%	2%	-10%	-2%	0%
BLM inh	1%	-9%	-7%	-1%	-6%
Pol kappa inh	0%	-6%	-12%	2%	-9%
POLH inh	-5%	-15%	-13%	-1%	-18%
APEX1 inh	16%	3%	6%	.	.
POLI inh	71%[activator]	-17%	-16%	1%	41%[activator]

# This is a subset (hit frequency here may not be typical).
